TEAD-YAP block – TEAD-YAP interaction inhibition | HEK-TIYL cells, TEAD-Gal4/YAP UAS-luciferase luminescence | inhibition, % at 9.12 µM | hit rate 1.4% among 640,000 | AID 1259422; in the data active = inhibition above about 32%;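 also: 0% = median of test compound wells and 100% = reference inhibitor wells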
MITF primary – human MITF inhibition, primary screen; hit rate 0.91% among 650,000; AlphaScreen MITF homodimerization, bead proximity signal; inhibition, % at 2.6 µM; AID 1259374; in the data active = inhibition above about 50%;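 also: 0% = vehicle wells with protein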
Target sequence (O75030 whole entry, looked up): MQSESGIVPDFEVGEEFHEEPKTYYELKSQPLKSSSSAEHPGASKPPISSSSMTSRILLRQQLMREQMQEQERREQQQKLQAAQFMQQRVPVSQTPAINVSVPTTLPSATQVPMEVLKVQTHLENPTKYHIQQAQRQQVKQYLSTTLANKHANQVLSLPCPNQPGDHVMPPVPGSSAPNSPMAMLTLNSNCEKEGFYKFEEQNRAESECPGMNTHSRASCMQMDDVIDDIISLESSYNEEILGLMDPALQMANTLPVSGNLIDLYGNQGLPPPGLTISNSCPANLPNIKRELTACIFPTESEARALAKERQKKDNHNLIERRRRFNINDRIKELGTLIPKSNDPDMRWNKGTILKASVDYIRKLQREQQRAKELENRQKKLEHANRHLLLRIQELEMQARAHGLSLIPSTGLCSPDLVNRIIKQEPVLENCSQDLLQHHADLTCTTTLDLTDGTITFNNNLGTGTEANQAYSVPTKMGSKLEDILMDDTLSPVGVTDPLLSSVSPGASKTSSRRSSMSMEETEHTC
FBW7 act – activators of human E3 ligase FBW7 | Q969H0 | AlphaScreen FBW7–phospho-cyclin E peptide binding, activator screen | normalized activity (activation), % at 26.1 µM | hit rate 0.13% among 650,000 | AID 1259310; in the data active = normalized activity above about 1.9%;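 also: purified mutant Fbw7 with reduced substrate affinity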
GPR151 ag – human GPR151 activation; Q8TDV0; PathHunter beta-arrestin GPR151 cells, luminescence; activation, % at 11.2 µM; hit rate 1% among 650,000; AID 1508602; in the data active = activation above about 4.9%;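 also: 0% = median of compound wells and 100% = cells with positive control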
Target sequence (Q8TDV0 whole entry, looked up): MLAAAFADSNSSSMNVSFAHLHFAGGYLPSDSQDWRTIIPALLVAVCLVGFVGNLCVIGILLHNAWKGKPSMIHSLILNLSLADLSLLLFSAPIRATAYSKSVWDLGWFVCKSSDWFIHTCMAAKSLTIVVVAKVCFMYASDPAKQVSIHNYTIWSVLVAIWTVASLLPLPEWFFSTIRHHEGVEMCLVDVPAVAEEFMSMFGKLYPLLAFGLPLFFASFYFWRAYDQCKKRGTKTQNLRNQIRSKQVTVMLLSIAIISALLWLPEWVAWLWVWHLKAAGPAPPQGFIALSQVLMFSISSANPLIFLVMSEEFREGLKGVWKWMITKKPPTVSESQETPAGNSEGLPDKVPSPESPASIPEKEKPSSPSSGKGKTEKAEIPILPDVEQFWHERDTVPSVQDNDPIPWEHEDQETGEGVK
An asterisk follows results filed as active; . = not tested or not shown.

SMILES | TEAD-YAP block | MITF primary | FBW7 act | GPR151 ag
O=C(Nc1ccn(Cc2ccc(F)cc2)n1)c1cnccn1 | -23 | 38 | -0.1 | 2.1
Cc1cccc(N(CC(=O)Nc2ccccc2C(=O)NC(C)C)S(C)(=O)=O)c1 | 0 | 5 | -0.1 | -0.1
COc1nc(-c2ccccc2)c2cc([N+](=O)[O-])ccc2n1 | -4 | 14 | -0.1 | -0.9
COC(=O)[C@H](CC(C)C)NC(=O)CCc1nnc(COc2ccccc2)o1 | 3 | -6 | -0.1 | -0.5
O=C1CCCC2=C1C(c1ccc(F)cc1)C1=C(N2)c2ccccc2C1=O (stereo not given) | 20 | 17 | 0.0 | -0.9
CCCCCC(=O)OC(CC(=O)O)C[N+](C)(C)C (stereo not given) | . | 14 | 0.2 | -0.6
COc1cc(/C=C/C(=O)O)ccc1OC(C)C | -1 | -12 | 0.0 | -1.6
Cc1cccc(OCCC(=O)NNC(=O)Cn2nc(C)cc2C)c1 | 1 | 4 | 0.0 | -0.6
C=C(C)CSc1nc(-c2ccccc2)cc(-c2ccc(OC)cc2)c1C#N | -8 | -14 | -0.1 | -1.0
O=S(=O)(Nc1ccc2oc(-c3cccnc3)nc2c1)c1ccccc1 | -4 | 22 | 0.5 | -0.9
CC(C)N(C(=O)Cn1nnc2c(cnn2-c2ccc(F)cc2)c1=O)C(C)C | -5 | -6 | 0.2 | -0.4
C=CCNCCC1CCC(=O)N1Cc1nc2ccccc2n1C (stereo not given) | -7 | -2 | 0.1 | 0.2
Cc1cc(NC(=O)CCN2CCN(c3ccccc3C)CC2)no1 | 20 | 40 | 0.1 | 0.2
O=C(Cc1ccc(F)cc1)Nc1ccc(S(=O)(=O)N2CCCCC2)cc1 | 0 | 8 | -0.1 | -0.3
CCNc1ncc(C)c(NCCOc2ccccc2)n1 | 10 | 2 | -0.1 | 3.1
CCN(CC)CCOC(=O)c1c(C)oc2ccc(O)c(Cl)c12 | 6 | 12 | 0.1 | -1.9
Cc1ccc(SCCOc2ccc(S(=O)(=O)N3CCOCC3)cc2[N+](=O)[O-])cc1 | -6 | 10 | -0.1 | 0.2
CCOC(=O)C1CCCN(Cc2cccc(Cl)c2)C1 (stereo not given) | -5 | 20 | -0.2 | 1.0
CC1CC(Nc2ncnc3c2c(-c2ccccc2)cn3-c2cccc(C(F)(F)F)c2)CC(C)(C)C1 (stereo not given) | 2 | 2 | 0.3 | -0.6
Cc1ccc(NC(=O)c2sc3nc(C)nc(N4CCN(C)CC4)c3c2C)c(C)c1 | -3 | 32 | 1.1 | 0.3
O=C(CN1CCN(c2nc(-c3ccccc3)cs2)CC1)Nc1ccc2c(c1)OCO2 | 2 | 4 | 0.0 | 0.3
O=C(CN1C(=O)COc2ccccc21)NCCc1ccc(Cl)cc1 | 3 | -3 | 0.0 | 0.1
CC(C(=O)O)c1ccc(C(=O)c2ccccc2)s1 (stereo not given) | . | 9 | 0.0 | -11
Cc1ccc(C)c(S(=O)(=O)Nc2cc3c4c(c2)C(C)C(=O)N4CCC3)c1 (stereo not given) | 3 | 6 | -0.1 | 0.1

A section of the results above, as a working copy:
SMILES | TEAD-YAP block | MITF primary | FBW7 act | GPR151 ag
O=C(Nc1ccn(Cc2ccc(F)cc2)n1)c1cnccn1 | -23 | 38 | -0.1 | 2.1
Cc1cccc(N(CC(=O)Nc2ccccc2C(=O)NC(C)C)S(C)(=O)=O)c1 | 0 | 5 | -0.1 | -0.1

Part of the list above, tab-delimited:
compound	TEAD-YAP block	MITF primary	FBW7 act	GPR151 ag
CC(C(=O)O)c1ccc(C(=O)c2ccccc2)s1 (stereo not given)	.	9	0.0	-11
Cc1ccc(C)c(S(=O)(=O)Nc2cc3c4c(c2)C(C)C(=O)N4CCC3)c1 (stereo not given)	3	6	-0.1	0.1

New compounds follow
SMILES | TEAD-YAP block | MITF primary | FBW7 act | GPR151 ag
Cc1ccc(NC(=O)c2cc(S(=O)(=O)N3CCOCC3)c(Cl)cc2Cl)cc1 | 28 | 14 | 0.3 | -0.1
CC(C)(C)NC(=O)NC(=O)COC(=O)c1c(F)cccc1Cl | -7 | 16 | 0.0 | 0.5
O=C(/C=C/c1cccc([N+](=O)[O-])c1)OCC1CCCO1 (stereo not given) | 5 | -14 | 0.1 | -1.0
CCCCNc1ncc(C(C)=O)c2ccccc12 | -10 | 8 | 0.0 | 0.5
O=C(O)CCC(=O)N1CCN(Cc2ccc3c(c2)OCO3)CC1 | 0 | 1 | -0.1 | 0.2
C=CCn1c(=NC(=O)CCCC)sc2cc(S(C)(=O)=O)ccc21 | -2 | -9 | 0.3 | -2.1
O=C(CSc1nc2ccsc2c(=O)n1CCc1ccccc1)Nc1nccs1 | -7 | -1 | -0.2 | -1.1
Cc1ccc(C(O)c2nc3ccccc3n2C)cc1 (stereo not given) | 7 | -5 | -0.1 | 1.7
COc1ccc(CCNC(=O)C2CC(=O)N(c3ccc(OCc4ccccc4Cl)cc3)C2)cc1OC (stereo not given) | 3 | 4 | 0.0 | 0.8
C=CCSC1=NC2(CC(c3ccccc3)Oc3cc(O)ccc32)CC(C)(C)N1 (stereo not given) | 0 | 5 | 0.0 | 0.7
O=C(COc1cccnc1[N+](=O)[O-])NCc1ccc(F)cc1 | -3 | 3 | 0.1 | 1.0
Cc1ccc(NC(=O)CS(=O)CC(=O)N(CC(=O)NC2CCCCC2)C(C)(C)C)cc1 (stereo not given) | -1 | -4 | -0.2 | 1.2
COC(=O)Cn1cnc2c(cnn2-c2ccc(Cl)cc2)c1=O | -20 | 12 | 0.8 | 0.6
c1ccc(Cn2nnnc2CN2CCC(n3cnc4cccnc43)CC2)cc1 | -12 | 15 | 0.4 | -0.3
O=C1OCC2=C1C(c1ccc(F)cc1)Sc1ccccc1N2 (stereo not given) | 11 | 8 | -0.1 | 0.7
COc1cc2nc(NCCCN3CCCCC3)n3nc(-c4ccccc4)nc3c2cc1OC | -8 | -1 | 0.0 | 0.7
O=C(Nc1nncs1)c1ccc(C(=O)C(=O)c2ccccc2)cc1 | -7 | -19 | -0.1 | -2.7
CC1(C)CC(=O)C2=C(C1)Nc1ccc3ccccc3c1C2c1cccc(I)c1 (stereo not given) | 6 | -7 | -0.1 | 0.1
O=C(/C=C/c1ccccc1)N=C1N=C2C=CC=CN2Cc2ccccc21 | -26 | 5 | 0.5 | -3.7
COC(=O)c1sc2nc(-c3ccccc3C(F)(F)F)c(S(C)(=O)=O)cc2c1N | 7 | 44 | 0.1 | 0.9
COc1ccc(-n2c(=S)[nH]c3c(sc(=S)n3-c3ccccc3)c2=O)c(OC)c1 | 4 | -9 | 0.2 | -0.5
COc1cccc(-c2cnc(N)c(NCCCN3CCOCC3)n2)c1 | 2 | -10 | -0.2 | 1.0
O=C(NCCc1ccccc1)c1cnc2ccccn12 | -45 | 6 | 1.0 | -1.2
CCOc1ccc(N2C3=C(C(=O)CC(C)(C)C3)C(c3ccc(C(=O)OC)cc3)C3=C2CC(C)(C)CC3=O)cc1 | -9 | 2 | 0.0 | 0.8
Cc1ccccc1-c1nc(CS(=O)CC(=O)NCCc2ccccc2)c(C)o1 (stereo not given) | 4 | -9 | 0.2 | 0.8
Cc1cc2c(c(=O)o1)C(c1ccc(OC(=O)N3CCOCC3)cc1)C(C#N)=C(N)O2 (stereo not given) | -2 | -3 | 0.0 | 0.5
CCC1(C(=O)O)NC(c2ccccc2O)C2C(=O)N(c3cccc4ccccc34)C(=O)C21 (stereo not given) | -3 | -5 | -0.2 | -1.0
COCCCNC(=O)Cn1nnc(-c2ccc(NC(=O)c3cccnc3)cc2)n1 | 5 | 16 | -0.1 | 2.0
CC(C(=O)N1CCC2(CC1)NC(=O)c1ccccc1N2)n1ncc2ccccc2c1=O (stereo not given) | 0 | -4 | -0.1 | -0.2
O=C(O)Cn1cnc(S(=O)(=O)N2CCCC2)c1 | -2 | -12 | 0.1 | 0.3
CCNC(=S)NNC(=O)Nc1ccccc1 | -7 | -11 | -0.2 | -0.8
CC(C)(C)OC(=O)N1CCC(Nc2ccnc(Cl)n2)CC1 | 35* | 5 | -0.1 | 0.8
COCCCNC(=O)CNC(=O)Cn1cnc2ccccc2c1=O | 3 | 9 | 0.1 | -0.9
COc1cc(OC)cc(C(=O)NCc2nnc(SCC(=O)Nc3nccs3)n2-c2cc(OC)ccc2OC)c1 | 5 | 15 | 0.1 | -2.2
O=C(NCC1CCCCC1)c1nccc2ccccc12 | -55 | 15 | 0.0 | 0.6
COc1ccc(-c2cc(C(F)(F)F)n3nc(C(=O)Nc4sc5c(c4C#N)CCC(C)C5)cc3n2)cc1 (stereo not given) | 6 | 8 | 0.3 | -0.2
COc1cccc(C(=O)N2CCc3nc(-c4ccncc4)nc(N4CCCCC4)c3C2)c1 | -7 | 7 | 0.0 | -0.6
COC(=O)c1ccc(/C=N/NC(=O)c2cc(-c3ccco3)[nH]n2)cc1 | 5 | 11 | 0.0 | -0.9
COc1ccc(OC2CCN(C(=O)CCC3(Cc4ccco4)CCC(=O)N3)CC2)cc1 (stereo not given) | 0 | 14 | 0.2 | 2.9
CC1CN(CC(=O)N2CCc3ccccc3C2)CC(C)O1 (stereo not given) | -1 | 2 | 0.1 | 3.6
COc1ccccc1-n1cc(CNC(=O)CCC2(C)CCC(=O)N2)cn1 (stereo not given) | 5 | 8 | 0.5 | -0.4
O=C1CC2(CCCC2)CC(=O)N1CCCn1ccnc1 | -3 | -4 | -0.1 | 0.2
NNC(=O)COc1c(Br)cc(Br)cc1Br | -7 | 2 | -0.1 | -1.1
COc1ccc(C2=NS(=O)(=O)N(C)C(C(=O)NC(C)C)=C2)cc1OC | 9 | 8 | -0.2 | -1.3
CCOc1ccccc1/C=C1\N=C(c2ccc(C)cc2)OC1=O | -6 | 12 | 0.1 | 0.2
Cc1ccccc1-n1c(O)c(C=NCCCO)c(=O)[nH]c1=O | 3 | 12 | 0.1 | 0.4
COc1ccc(Cl)cc1NC(=O)Nc1cccc([N+](=O)[O-])c1C | 8 | 18 | -0.2 | 8.3*
O=C(N/N=C/c1cc2c(cc1[N+](=O)[O-])OCO2)C1CC1(c1ccccc1)c1ccccc1 (stereo not given) | -10 | 12 | 0.1 | -0.9
CNC(=O)CCc1nc(-c2ccc(Cl)cc2)no1 | -18 | 5 | 0.7 | 0.1
CS(=O)(=O)N(Cc1ccccc1Cl)c1ccc(C(=O)NCc2ccco2)cc1 | -2 | 3 | -0.1 | -0.2
CCCC1=C(C(=O)OCC)C(c2cc(OC)ccc2OC)n2ncnc2N1 (stereo not given) | -16 | 5 | -0.2 | -1.4
COc1ccccc1CNC(=O)c1ccc(N2CCN(c3ccccn3)CC2)c([N+](=O)[O-])c1 | 5 | 18 | 0.0 | 0.2
O=C(c1ccc2ccccc2n1)N(Cc1ccccc1)C1(C(=O)Nc2ccccc2)CCCCC1 | 0 | 0 | 0.0 | -2.1
O=C1CSC(c2ccc(Cl)cc2)N1c1cc(Cl)cc(Cl)c1 (stereo not given) | 2 | 0 | -0.1 | 1.7
CCOC(CNC(=O)c1ccc2c(c1)NC(=O)c1ccccc1S2)OCC | 2 | 0 | 0.0 | -0.5
Cc1ccc(-n2nc3c(c2NC(=O)c2c(F)cccc2F)CSC3)cc1 | -15 | 2 | 0.0 | -1.1
O=C1/C(=C/c2ccc(-c3ccc(Br)cc3)o2)C=C(c2ccccc2)N1c1ccc2ccccc2c1 | 0 | -19 | -0.1 | 0.0
COc1ccc(OC)c(C2C3=C(Nc4c2c(=O)[nH]c(=O)n4C)c2ccccc2C3=O)c1 (stereo not given) | -16 | -2 | -0.3 | 0.1
COc1cccc(-c2nn(-c3ccccc3)cc2C(=O)NCC(=O)O)c1 | 3 | -1 | 0.0 | 0.6
COC(=O)c1ccc(NC(=O)CN2CCC(c3nc4cc(C)c(C)cc4[nH]3)CC2)cc1 | -1 | 9 | 0.0 | -1.5

Following part:
SMILES | TEAD-YAP block | MITF primary | FBW7 act | GPR151 ag
CCOC(=O)c1sc2c(c1NC(=O)CSc1ccccc1)CCCC2 | -1 | 15 | 0.1 | 0.2
CCOC(=O)C1=C(C)N=c2s/c(=C\c3ccc(-c4ccc(Cl)cc4Cl)o3)c(=O)n2C1c1ccccc1OC (stereo not given) | 4 | 5 | 0.1 | -0.9
C/C(N)=C(/C#N)C(=O)CN1C(=O)C(=O)N(C2CCCC2)C1=O | 0 | 7 | 0.1 | -0.3
O=C(Nc1c2c(nn1-c1cccc(Cl)c1)CS(=O)C2)c1ccc2c(c1)OCO2 (stereo not given) | 5 | 3 | -0.2 | -0.3
O=C(CN(C(=O)c1csnn1)c1ccc(Cl)cc1)NCCc1ccccc1 | 17 | 0 | 0.0 | 0.0
Cc1cccc(-n2c(O)c(C=Nc3ccccc3N)c(=O)[nH]c2=O)c1 | -42 | 21 | 0.1 | -6.3
NC(=O)c1ccccc1OCC(=O)Nc1ccc(OC(F)F)cc1 | -5 | 3 | 0.1 | 1.2

Retrieved one by one from the list above (two):
SMILES | TEAD-YAP block | MITF primary | FBW7 act | GPR151 ag
O=C(CN(C(=O)c1csnn1)c1ccc(Cl)cc1)NCCc1ccccc1 | 17 | 0 | 0.0 | 0.0
CCOC(=O)C1=C(C)N=c2s/c(=C\c3ccc(-c4ccc(Cl)cc4Cl)o3)c(=O)n2C1c1ccccc1OC (stereo not given) | 4 | 5 | 0.1 | -0.9

Exported with two lines to a compound: entries from further up.
Below each SMILES: TEAD-YAP block	MITF primary	FBW7 act	GPR151 ag
> CCOC(=O)c1sc2c(c1NC(=O)CSc1ccccc1)CCCC2
  -1	15	0.1	0.2
> CCOC(=O)C1=C(C)N=c2s/c(=C\c3ccc(-c4ccc(Cl)cc4Cl)o3)c(=O)n2C1c1ccccc1OC (stereo not given)
  4	5	0.1	-0.9
> C/C(N)=C(/C#N)C(=O)CN1C(=O)C(=O)N(C2CCCC2)C1=O
  0	7	0.1	-0.3
> O=C(Nc1c2c(nn1-c1cccc(Cl)c1)CS(=O)C2)c1ccc2c(c1)OCO2 (stereo not given)
  5	3	-0.2	-0.3

Screens deposited in PubChem BioAssay by The Scripps Research Institute Molecular Screening Center.
